EPAC1 ag – qHTS for Agonist of cAMP-regulated guanine nucleotide exchange factor 3 (EPAC1): primary screen | EPAC1 agonist qHTS, biochemical assay; response scale: 100% = response to 6.5 mM cAMP | Potency, µM (titrated, usually from 154 µM), for the others: at the top dose activation, most hits filed as activators | 360,000 tested, 0.073% active; also: nearly all actives have a fitted effect of over 60% in size
Target sequence (O95398 whole entry, looked up): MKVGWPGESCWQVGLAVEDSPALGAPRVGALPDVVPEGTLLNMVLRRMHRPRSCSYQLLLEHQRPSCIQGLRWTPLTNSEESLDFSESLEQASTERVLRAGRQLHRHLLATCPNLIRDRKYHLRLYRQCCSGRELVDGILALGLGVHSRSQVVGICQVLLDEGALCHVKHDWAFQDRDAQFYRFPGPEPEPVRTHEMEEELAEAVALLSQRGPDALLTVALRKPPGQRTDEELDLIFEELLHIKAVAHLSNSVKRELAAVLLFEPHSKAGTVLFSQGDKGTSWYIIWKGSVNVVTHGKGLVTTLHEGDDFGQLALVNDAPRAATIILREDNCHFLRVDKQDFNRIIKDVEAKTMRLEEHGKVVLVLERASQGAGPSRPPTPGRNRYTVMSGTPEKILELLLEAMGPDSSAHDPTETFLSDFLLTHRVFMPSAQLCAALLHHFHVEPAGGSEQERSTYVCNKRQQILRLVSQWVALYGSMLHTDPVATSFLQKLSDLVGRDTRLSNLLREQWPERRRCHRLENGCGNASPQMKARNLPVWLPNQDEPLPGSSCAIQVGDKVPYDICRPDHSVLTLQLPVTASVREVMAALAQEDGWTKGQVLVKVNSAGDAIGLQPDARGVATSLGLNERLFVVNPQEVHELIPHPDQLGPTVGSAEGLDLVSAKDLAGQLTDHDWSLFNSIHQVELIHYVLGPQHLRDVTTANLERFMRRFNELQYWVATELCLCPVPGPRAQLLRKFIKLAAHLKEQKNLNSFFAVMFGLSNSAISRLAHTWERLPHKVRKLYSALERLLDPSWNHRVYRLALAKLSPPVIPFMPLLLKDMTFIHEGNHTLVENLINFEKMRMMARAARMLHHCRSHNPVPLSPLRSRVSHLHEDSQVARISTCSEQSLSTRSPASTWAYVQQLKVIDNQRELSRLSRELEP
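Nucleotide exchange by EPAC1 (100 nM) on Rap1B–BODIPY-GDP (250 nM) in the presence of 50 uM GDP is tracked fluorescently at 480/540 nm over 30 min. Signals are normalized to a 6.5 mM cAMP control.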
PTHR1 ag – qHTS for PTHR1 Agonists: Primary Screen. HEK293 GP2 PTHR1 cells, GloSensor cAMP luminescence, 1 h. Parathyroid hormone/parathyroid hormone-related peptide receptor (Homo sapiens), Q03431. AID 743266, 2014. Potency, µM (highest dose often 115 µM), for inactives: at the top dose activation, usual class: activators. 410,000 tested, 0.075% active; also: nearly all actives have a fitted effect of over 55% in size; some results filed as inactive show a strong effect at the top dose; inactives centre near -15; many of its hits are not listed in these tables
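HEK-293-derived GP2 cells expressing PTHR1 and a GloSensor cAMP reporter, 3,000/well, plated overnight, given luciferin plus IBMX (each 0.5 mM as added) for 1 h at 37 °C, then compound for 1 h at 37 °C. Luminescence was read after 15 min at room temperature.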
EPAC2 antagonist – qHTS for Antagonist of cAMP-regulated guanine nucleotide exchange factor 2 (EPAC2): primary screen. Rap guanine nucleotide exchange factor 4 (Homo sapiens), Q8WZA2. EPAC2 GEF exchange of Rap1B-BODIPY-GDP, fluorescence. Potency, µM (top dose mostly 114 µM), for the others: at the highest dose activity, negative = inhibition, most hits filed as inhibitors. 360,000 tested, 0.18% active. AID 720708, 2013; also: % is scaled to controls: 0 for no effect and ±100 for the full control effect; nearly all actives have a fitted effect of over 45% in size; many of its hits are not listed in these tables
EPAC2 agonist – qHTS for Agonist of cAMP-regulated guanine nucleotide exchange factor 4 (EPAC2): primary screen; EPAC2 activation, biochemical qHTS; response scale: 100% = 6.5 mM cAMP response; 360,000 tested, 0.079% active; Potency, µM (top dose mostly 154 µM), without a hit: at the top dose activation, hits mostly activators; AID 720711, 2013; also: nearly all actives have a fitted effect of over 50% in size
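Readout is BODIPY fluorescence (480 nm excitation, 540 nm emission), which falls as labeled GDP is exchanged off Rap1B. EPAC2 at 100 nM acted on 250 nM RAP1B-BODIPY-GDP with 50 uM GDP present.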
EPAC1 antagonist – qHTS for Antagonist of cAMP-regulated guanine nucleotide exchange factor 3 (EPAC1): primary screen | Rap guanine nucleotide exchange factor 3 (Homo sapiens), O95398 | EPAC1 GEF assay, Rap1b-BODIPY-GDP exchange fluorescence | Potency, µM (doses to about 115 µM), for inactives: top-dose activity change, negative = inhibition, most hits filed as inhibitors | 360,000 tested, 0.14% active | AID 720709, 2013;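 also: plate controls were vehicle for no effect and positive control for full effect; nearly all actives have a fitted effect of over 50% in size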
FUS suppressor – qHTS for Suppressors of FUS Proteinopathy: Primary screen using FUS-linked yeast assay. Potency, µM (doses to about 76.6 µM), without a hit: at the top dose growth rescue (activation), actives largely listed as activators. 390,000 tested, 0.24% active. S. cerevisiae FUS-expressing, growth rescue, OD600, 24 h. AID 1347120, 2019;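 also: plate controls were DMSO vehicle for no effect and reference control for full effect; nearly all actives have a fitted effect of over 55% in size; some results filed as inactive show a strong effect at the top dose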
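Cultures pregrown in 2.5% raffinose medium are shifted to minimal medium containing 2% galactose to express toxic FUS. Compounds are tested at several concentrations. After 24hr at 30C, growth is quantified at 600 nm absorbance.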
aSyn rescue – qHTS of alpha-syn Inhibitors | Yeast expressing alpha-synuclein, growth rescue, BacTiter-Glo, 24 h | Potency, µM (doses to about 46.1 µM), for the others: top-dose growth rescue (activation), usual class: activators | 370,000 tested, 0.14% active; also: % of control where 0% means no effect; nearly all actives have a fitted effect of over 65% in size
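Readout is rescue of growth in alpha-synuclein-expressing yeast, so inhibitors of toxicity appear as activators. Growth after 24 hr at 30 deg C in galactose medium is quantified by luminescence.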
TDP43 rescue – qHTS of TDP-43 Inhibitors; 410,000 tested, 1.8% active; Potency, µM (top dose mostly 46.1 µM), for inactives: at the highest dose growth rescue (activation), hits mostly activators; AID 652104, 2013; TDP-43 expressing yeast growth rescue, BacTiter-Glo, 24 h; also: % of control where 0% means no effect; nearly all actives have a fitted effect of over 50% in size
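Cell-based yeast growth screen: TDP-43 expression induced in galactose, inoculum OD600=0.02 after raffinose pregrowth to mid-log. Read-out BacTiter-Glo luminescence at 24 hr, 30 deg C; inhibition of toxicity seen as signal increase.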
Active calls of the source: *; i = inactive; ? = inconclusive; · = no result given; [ ] = remark or other dose. Calls follow the shape of the dose curve; as a rule, active = well fitted curve in the direction sought with a large enough effect; inconclusive = small, poorly fitted or top-dose-only effect, or another doubt; inactive = no such curve, though single readings can be large; an effect the other way counts as inactive or inconclusive. Potency is read from the fitted curve at half-maximal effect.

Every second line gives: EPAC1 ag | PTHR1 ag | EPAC2 antagonist | EPAC2 agonist | EPAC1 antagonist | FUS suppressor | aSyn rescue | TDP43 rescue
CC(Oc1ccc(Cl)cc1Cl)c1ccn[nH]1 (centres undefined)
    -6% | i | 45µM* | 12% | -16% | -1% | -2% | 13%[9.22 µM]
CCCNC(=O)Cn1cc(S(=O)(=O)N2CCCC2)c(S(=O)(=O)N2CCCC2)c1
    13% | i | 1% | 11% | -8% | -27% | -9% | -3%
COc1ccc(/C=C/C(=O)c2ccccc2)cc1Cn1nnc2ccccc21
    10% | -39%[inhibitor] | -1% | 6% | -1% | · | 13% | ?
CSc1ccccc1NC(=O)CN(C1CCCCC1)S(C)(=O)=O
    3% | i | 4% | 3% | -2% | 7% | · | -4%
Cc1c(Cl)cccc1NC(=S)N1CCN(C(=O)c2ccco2)CC1
    3% | -42%[inhibitor] | 5% | -3% | -9% | · | -8% | 11%
COCCN(C(=O)COC(=O)CCC(=O)c1ccc(Cl)cc1)c1c(N)n(Cc2ccccc2)c(=O)[nH]c1=O
    -8% | i | 14% | -13% | 0% | · | 0% | 29%
CCOC(=O)NN1C(=O)c2ccccc2NC1c1ccccc1F (centres undefined)
    5% | 12% | 0% | 9% | -11% | -34% | -3% | 19%
CCn1cc(C(=O)N(CCC(C)C)c2c(N)n(Cc3ccccc3)c(=O)[nH]c2=O)c(=O)c2ccc(C)nc21
    5% | -17% | -6% | 0% | -16% | 26% | -2% | ·
CC(=O)Nc1ccc(S(=O)(=O)Oc2ccc(Br)cc2C(=S)N2CCOCC2)cc1
    7% | -24% | -7% | 16% | -29% | · | -4% | 4%
C[C@@H]1CC=C[C@H]2[C@H]1C(=O)N(Cc1ccccc1)[C@H]2c1ccc2ccccc2c1
    1% | -31%[inhibitor] | ? | 7% | -8% | 11% | -15% | ?
Cc1ccc2cc(CCNC(=O)CC(C)(C)C)c(=O)[nH]c2c1C
    -14% | i | -6% | 3% | -24% | -20% | -3% | 9%
Cc1ccc(S(=O)(=O)N2CCN(C(=O)CSc3nncs3)CC2)cc1
    9% | i | 4% | 7% | 20% | 18% | 3% | -5%
CC(C)N1CCN(Cc2cccc(-c3ccco3)c2)CC1CCO (centres undefined)
    9% | i | -1% | 7% | 13% | 0% | -8% | -15%
C=CCNc1nc(Nc2ccc(OC)cc2)nc(OC)n1
    1% | i | 6% | 3% | 9% | -5% | -15% | 20µM*
O=C(C1CCN(S(=O)(=O)N2CCC3(CC2)OCCO3)CC1)N1CCCCC1
    -5% | i | 11% | -1% | 24% | 11% | 3% | -19%
COc1cc(/C=C2\SC(=O)N(c3ccc(O)cc3)C2=O)cc(OC)c1OC
    6% | -14% | -16% | 10% | 11% | 8% | -5% | -30%
Cc1cc(C(=O)COC(=O)c2ccc3c(c2)NC(=O)CS3)c(C)n1CCc1ccc(Cl)cc1
    5% | -11% | 1% | 5% | 8% | 13% | 3% | 3%
CCSc1ccccc1C(=O)Nc1nc2ccccc2c(=O)[nH]1
    9% | -15% | -8% | 29% | -4% | 23% | -6% | 17%
CCOC(=O)c1c(C)[nH]c(C2=NNC(=Nc3ccccc3OC)SC2)c1C
    1% | i | 2% | 3% | 2% | ? | 0% | 10%
N#C/C(=C\c1ccc(O)cc1)C(=O)N1CCCC1
    8% | i | 1% | 8% | 4% | -4% | -17% | 3%
CC1CN(Cc2nc3c(c(=O)n(C)c(=O)n3C)n2CCCc2ccccc2)CC(C)O1 (centres undefined)
    -1% | i | 7% | 0% | 1% | -1% | -1% | -23%
CCn1nc(NC(=O)C2CCCO2)c2cc3cc(C)ccc3nc21 (centres undefined)
    -1% | -4% | -5% | -4% | -12% | · | 9% | ?
CC(C)OC(=O)C(C#N)c1nc2ccccc2nc1N1CCN(Cc2ccccc2)CC1 (centres undefined)
    18% | -4% | 18% | -18% | 16% | 5% | -3% | -7%
Clc1ccccc1Cn1c(-c2cccs2)nc2ccccc21
    · | -29% | · | · | · | 8% | -22% | 9%
c1cncc(N=c2scc(-c3cccc4ccccc34)n2CCCn2ccnc2)c1
    -5% | i | ? | -12% | -2% | -4% | 7% | 0%
C=CCc1cc(Cl)ccc1OCCN1CC(C)OC(C)C1 (centres undefined)
    -3% | -24% | -19% | 7% | -26% | 1% | -3% | 3%[9.22 µM]
NC(=O)c1ccc(NC(=O)CSc2nc3ccccc3c(=O)n2CCCN2CCOCC2)cc1
    -9% | -20% | 10% | -5% | 9% | 0% | 1% | -26%
COCCn1cnnc1SCC(=O)Nc1sc2c(c1C#N)CCC2
    11% | i | 0% | 4% | ? | · | -1% | 4%
COc1ccc(-c2cc(-c3cccs3)c(C#N)c(SCC(=O)NCc3ccco3)n2)cc1
    -4% | i | 5% | -11% | -11% | 10% | -1% | 21%
COc1ccc(-c2csc(N3CCN(c4cc5c(cc4Cl)nc(-c4ccncc4)n5CCOCCO)CC3)n2)cc1
    4% | i | -10% | -3% | 20% | ? | 6% | -22%
O=C(c1ccc(CS(=O)Cc2ccccc2Cl)o1)N1CCN(c2ccccn2)CC1 (centres undefined)
    -21% | -4% | 0% | 7% | -11% | 9% | -2% | -5%
COC(=O)c1cc(S(=O)(=O)Nc2nn(C)c3ccccc23)oc1C
    -2% | -22% | 7% | 4% | -23% | 10% | 17% | 2%
Cc1csc(N2CCCC2c2nc3cc(Cl)c(N4CCCCC4)cc3n2CCOCCO)n1 (centres undefined)
    -3% | -5% | 1% | 13% | -13% | 25% | -11% | 11%
CS(=O)(=O)c1nc(S(=O)(=O)c2ccc(Cl)cc2)c(N2CCC(C(N)=O)CC2)s1
    -7% | 14% | 0% | 5% | 4% | 11% | 3% | 4%
COc1ccc(-n2c(=O)c3c4c(sc3n(CC(=O)NCc3ccco3)c2=O)CCC4)c(OC)c1
    5% | i | -1% | 2% | -15% | 36% | 0% | -10%
O=c1[nH]c(CSc2cccc[n+]2[O-])nc2ccccc12
    -2% | -23% | 15% | 3% | 6% | -18% | ? | ?
Cc1nc(SCC(=O)c2ccc(F)c(F)c2)[nH]c(=O)c1Oc1ccc(F)cc1
    8% | -5% | -9% | -2% | 14% | -1% | 4% | -6%
Cc1ccc(NNC(=O)c2snnc2C)cc1Cl
    -1% | i | 13% | 6% | 2% | 62% | 6% | -4%
COc1ccc(OC)c(C(c2nnnn2C2CCCC2)N2CCc3ccccc3C2)c1 (centres undefined)
    23% | -2% | -6% | 4% | 2% | 11% | -2% | 16%
COC(=O)C1=C(C)N(Cc2ccccc2)C(=O)N[C@H]1c1cccc(C(F)(F)F)c1
    -6% | i | ? | 7% | -29% | 4% | 30% | ?
COCCCC1CCN(C(=O)C2CCC(=O)N(C3CCCCCC3)C2)CC1 (centres undefined)
    -5% | -51%[inhibitor] | 25% | 3% | 18% | · | 1% | 0%
COCCCN1C(=O)C(CC(=O)NCc2cccc3ccccc23)CC(C(=O)N2CCCCCC2)=C1C (centres undefined)
    16% | -9%[57.5 µM] | 4% | 9% | ? | 18% | · | 8%
CC(C)c1nc(SCC(=O)c2ccc(F)cc2)c2ccccc2n1
    5% | -58%[inhibitor] | ? | 18% | -12% | 22% | -2% | ?
CC(=O)n1cc([C@H]2C=C(C(=O)O)O[C@@H](OCCCCO)C2)c2ccccc21
    -18% | 4% | 15% | -6% | 5% | 8% | -6% | -10%
COc1ccc(CSc2ccc(S(=O)(=O)N3CCCCC3)cn2)cc1F
    -4% | -13% | -1% | 1% | -6% | -1% | -3%[1.84 µM] | 1%
COc1ccccc1NC(=O)COC(=O)C1CC2C=CC1C2 (centres undefined)
    5% | i | 2% | 12% | -23% | -8% | 0% | -3%
COc1cc(NC(=O)C2CC2)c(OC)cc1NC(=O)CCC(=O)NC1CCN(Cc2ccccc2)CC1
    1% | -7% | -19% | 13% | -25% | 15% | -1% | -4%[9.22 µM]
NC(=O)NN=C(C1CC1)C1CC1
    3% | -25% | -1% | 12% | 2% | 11% | -6% | -26%
O=C(O)C(C(=O)/C=C/c1ccco1)=C1SCCS1
    -7% | i | 5% | 6% | -14% | ? | 3% | 12%
CCOC(=O)c1cc(NC(=O)c2ccccc2)c(=O)oc1-c1ccccc1
    7% | -95% | -8% | 19% | -13% | ? | 2% | 0%

Next section
Every second line gives: EPAC1 ag | PTHR1 ag | EPAC2 antagonist | EPAC2 agonist | EPAC1 antagonist | FUS suppressor | aSyn rescue | TDP43 rescue
CC(NC(=S)Nc1ccccc1)C1COc2ccccc2O1 (centres undefined)
    5% | -18% | ? | 17% | -19% | 1% | 8% | 13µM*
COc1ccc(S(=O)(=O)N2CCN(C(=O)c3ccco3)CC2)cc1C(C)(C)C
    -3% | -30% | -1% | 3% | 0% | 11% | 1% | 19%
O=C(OCc1ccccc1)N1CCC2CC1c1ccc(Cl)cc12 (centres undefined)
    -9% | -83%[inhibitor] | -13% | 22% | 2% | 1% | 1% | 0%
Cc1ccc(C)c(CN2CCC(CNC(=O)Nc3ccc(C)c(F)c3)CC2)c1
    -5% | i | 2% | 3% | 12% | -13% | -9% | 6%
COc1ccccc1N1CCN(C(=O)c2ccc(-c3ccc(Cl)cc3)o2)CC1
    11% | -42%[inhibitor] | 1% | 12% | -6% | ? | 3% | 16µM*
Nc1cc(=O)[nH]c(SCC(=O)Nc2cccc([N+](=O)[O-])c2)n1
    4% | i | 4% | -6% | 8% | 6% | 0% | -8%

Some of the entries above, set out differently:
> COc1ccccc1N1CCN(C(=O)c2ccc(-c3ccc(Cl)cc3)o2)CC1
  EPAC1 ag: 11%	PTHR1 ag: -42%[inhibitor]	EPAC2 antagonist: 1%	EPAC2 agonist: 12%	EPAC1 antagonist: -6%	FUS suppressor: ?	aSyn rescue: 3%	TDP43 rescue: 16µM*
> Nc1cc(=O)[nH]c(SCC(=O)Nc2cccc([N+](=O)[O-])c2)n1
  EPAC1 ag: 4%	PTHR1 ag: i	EPAC2 antagonist: 4%	EPAC2 agonist: -6%	EPAC1 antagonist: 8%	FUS suppressor: 6%	aSyn rescue: 0%	TDP43 rescue: -8%

From PubChem

An excerpt, so the mix of outcomes need not match the whole.
